High-throughput results: PubChem BioAssay, Broad Institute
esBAF inh = SWI/SNF esBAF complex inhibition; mouse ES cells, Bmi1-luciferase knock-in reporter, 24 h; 100% = twice the neutral-well signal; reporter increase, % at 12.5 µM; 2% of 350,000 active; in the data active means activation above about 40%; inconclusive means no clear call, values can overlap the other calls;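 further: 0% = median of the plate's neutral control wells and 100% = double that signal; a rise in the Bmi1 reporter signal indicates esBAF inhibition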
RAD54 inh = blocks human RAD54 Holliday junction branch migration; 0.14% of 360,000 active; inhibition, % at 10.4 µM; FAM/BHQ fluorescence;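 active means mean normalized replicate activity at least 40 and at least half of replicates scoring 40 or more; inconclusive means only one of the two criteria met; inactive means mean below 40 and under half of replicates reaching 40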;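 further: 0% = median of neutral control wells and 100% = median of positive control wells; inhibitors cause a drop in the FAM fluorescence signal; in these data hits start at about 50%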
Target sequence (Q92698 whole entry, looked up): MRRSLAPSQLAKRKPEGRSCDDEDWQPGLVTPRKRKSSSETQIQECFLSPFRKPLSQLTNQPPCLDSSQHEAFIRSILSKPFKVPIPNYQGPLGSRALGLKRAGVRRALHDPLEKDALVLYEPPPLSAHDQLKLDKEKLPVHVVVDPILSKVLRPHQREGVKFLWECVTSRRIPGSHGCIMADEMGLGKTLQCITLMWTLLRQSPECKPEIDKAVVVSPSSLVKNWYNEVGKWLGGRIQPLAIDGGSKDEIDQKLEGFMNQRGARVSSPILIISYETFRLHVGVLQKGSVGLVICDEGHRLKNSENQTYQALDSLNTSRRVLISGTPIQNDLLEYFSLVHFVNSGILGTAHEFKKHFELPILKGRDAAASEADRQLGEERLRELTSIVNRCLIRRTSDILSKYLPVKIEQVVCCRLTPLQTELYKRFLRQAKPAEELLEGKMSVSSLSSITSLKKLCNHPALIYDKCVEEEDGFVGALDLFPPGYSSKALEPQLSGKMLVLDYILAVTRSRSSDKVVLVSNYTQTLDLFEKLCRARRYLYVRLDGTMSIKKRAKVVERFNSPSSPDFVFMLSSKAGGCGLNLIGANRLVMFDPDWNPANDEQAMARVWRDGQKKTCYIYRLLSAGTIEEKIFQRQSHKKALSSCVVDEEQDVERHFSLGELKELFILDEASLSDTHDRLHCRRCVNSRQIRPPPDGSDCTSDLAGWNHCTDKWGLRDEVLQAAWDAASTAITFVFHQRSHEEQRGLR
* hit, by the source's call; u = inconclusive.

SMILES | esBAF inh | RAD54 inh
CCOC(=O)c1ccc(NC(=O)CC2C(=O)N(c3ccc(F)cc3)C(=O)N2CCCOC)cc1 (centres undefined) | -9.2 | 1.0
Cc1noc2ncnc(Sc3c(Cl)cccc3Cl)c12 | -7.7 | -8.9
COc1ccc(CN2CC(C(=O)NCc3ccccn3)CC2=O)cc1 (centres undefined) | 0.2 | 0.6
O=C(c1ccc(F)cc1)N1CCN(c2ccc([N+](=O)[O-])c(N3CCCCC3)c2)CC1 | -8.4 | -6.9
O=C(Oc1cccc2c(=O)[nH]ccc12)c1ccccc1 | -4.4 | -7.1
O=C(Cc1ccccc1)N1CCC(c2nc3ccccc3[nH]2)CC1 | -7.8 | 7.2
O=C(Nc1ccccc1)NC1(C(=O)N2CCN(C(=O)c3ccco3)CC2)CCCCC1 | -5.6 | 1.1
CCOC(=O)Cn1c(-c2ccccn2)nc2ccccc21 | 2.1 | 9.0
CCn1c(SCC(=O)Nc2ccc(C(C)=O)cc2)nc2ccccc21 | 9.2 | -2.3
Cn1cnnc1SCC(=O)Nc1ccccc1C(=O)NC1CCCC1 | -5.5 | 8.8
CCOc1ccc(-c2noc(COC)n2)cc1OC | 18.6 | -3.6
c1ccc(-c2nc(CSc3n[nH]c(-c4cccs4)n3)cs2)cc1 | -10.8 | -0.9
Cc1onc(-c2c(F)cccc2Cl)c1C(=O)Nc1sc2c(c1C#N)CCC(C(C)(C)C)C2 (centres undefined) | -36.4 | -14.2
Cc1cccc(-c2c3c(=O)n(C)c(=O)n(C)c3cn2CC2CCCO2)c1 (centres undefined) | -14.1 | 3.2
COC(=O)c1ccccc1NC(=O)c1noc2c1CC(C(C)(C)C)CC2 (centres undefined) | -6.0 | -5.3
C=CCN1C(=O)CC(C(=O)NC)SC1=Nc1ccc(C(=O)OCC)cc1 (centres undefined) | 3.6 | -6.2
c1ccc2c(c1)oc1c(Nc3ccc4c(c3)OCO4)ncnc12 | 43.7* | 0.2
C=CCn1c(SCC(N)=O)nnc1-c1cccc(Br)c1 | -2.1 | 1.4
CCCn1c(N2CCN(CC(=O)c3c(C)n(C)c4ccccc34)CC2)nc2c1c(=O)[nH]c(=O)n2C | 8.6 | 6.6
CC(C)CC(O)(CC(C)C)C(=O)NNc1ccccc1 | 4.5 | 1.5
COc1cccc(NC(=O)CSc2nc3ccccc3cc2Cc2ccccc2)c1 | -6.3 | 6.0
O=S(=O)(NCC1CCCO1)c1ccc(Oc2ccccc2)cc1 (centres undefined) | 5.2 | -3.7
COc1ccccc1N=c1scc(-c2ccc3c(c2)NC(=O)CO3)n1CC1CCCO1 (centres undefined) | 3.6 | -1.1
Cc1ccc2[nH]cc(C(=O)CN3CCN(c4ccccc4F)CC3)c2c1 | -9.9 | 7.3
COc1ccc(NC(=O)CCc2ccccc2)cc1NC(=O)c1ccco1 | 0.0 | -1.3

The closing 2 records of the section above lead into the next.
SMILES | esBAF inh | RAD54 inh
Cc1ccc2[nH]cc(C(=O)CN3CCN(c4ccccc4F)CC3)c2c1 | -9.9 | 7.3
COc1ccc(NC(=O)CCc2ccccc2)cc1NC(=O)c1ccco1 | 0.0 | -1.3
CCC(c1nnnn1Cc1ccc(F)cc1)N1CCN(C2CCCCC2)CC1 (centres undefined) | -10.4 | -0.6
Cc1ccc(-c2nc(C#N)c(NCc3ccco3)o2)cc1 | 73.1* | 3.1
Cc1ccc(C(=O)N2CCN(c3ccc(NC(=O)c4ccc(Br)o4)cc3)CC2)cc1 | u | -1.7
COc1ccc(OC(C)C(=O)NCc2cccnc2)cc1 (centres undefined) | -3.9 | 5.5
Cn1c2c(c(=O)n(C)c1=O)CN(CCCN1CCOCC1)CN2 | -3.4 | -2.9
O=C1C(Cl)=C(NCC2CCCO2)C(=O)N1CCc1ccccc1 (centres undefined) | -8.3 | -4.4
O=C(Nc1ccccc1)O/N=C1\CCCCC1c1ccc([N+](=O)[O-])cc1[N+](=O)[O-] (centres undefined) | -2.2 | 0.9
NNC(=O)c1ccc(Cn2cc(Cl)cn2)cc1 | -2.8 | -2.8
O=C(CSc1n[nH]c(-c2ccncc2)n1)c1ccccc1 | -6.0 | 1.5
C=CCC(C#Cc1ccccc1)N(C)C (centres undefined) | 1.2 | -11.6
O=C(N/N=C/c1cccnc1)C1CCCN(S(=O)(=O)c2ccccc2)C1 (centres undefined) | -3.3 | -0.8
NC(=O)c1oc2ccccc2c1NC(=O)c1nc2ccccc2s1 | 62.9* | 6.0
Cc1ccsc1C(=O)OCC(=O)c1cc2ccccc2o1 | 13.1 | -11.7
COc1ccc(C2/C(=C(/O)c3ccccc3)C(=O)C(=O)N2CCN2CCOCC2)c(OC)c1 (centres undefined) | -1.2 | -4.1
CCN1CCCC1CNC(=O)c1cc2c(-c3ccc(Cl)cc3)nn(C)c2s1 (centres undefined) | -44.6 | 51.4*
O=C(NCC(=O)N1CCCCC1)c1ccc(Cl)cc1Cl | 38.6 | -2.0
COc1ccc(NC(=O)C(C/C=C(/C)Cl)C(C)=O)cc1 (centres undefined) | -5.3 | -5.2
O=C(CSc1nnc(SCc2cccc3ccccc23)s1)c1ccc2c(c1)OCO2 | 1.1 | 9.5
Cc1ccc(-n2nc3c(=O)n(CC(=O)NC(C)CCc4ccccc4)nc(C)c3c2C)cc1 (centres undefined) | -4.8 | 1.8
Cc1[nH]c2ccccc2c1C1=CN2CCS(=O)(=O)N=C2S1 | 3.2 | -1.9
CC(=O)Oc1cc(O)c2c(=O)c(OC(C)=O)c(-c3ccc(OC(C)=O)c(OC(C)=O)c3)oc2c1 | 43.1* | 15.4
CCOCC(=O)Nc1nnc(COC)s1 | -14.0 | -12.8
CCOC(=O)c1ccc(Nc2ncnc3ccc(C)cc23)cc1 | -8.8 | 8.3
COc1ccccc1C(=O)Nc1nnc(SCC(=O)NC2CCCC2)s1 | -4.6 | 2.4
c1cncc(Nc2nc(-c3ccncc3)cs2)c1 | 3.7 | 5.3

3 of the entries above in order of their number in esBAF inh, low to high:
structure | esBAF inh
COc1ccc(NC(=O)CCc2ccccc2)cc1NC(=O)c1ccco1 | 0.0
Cc1ccsc1C(=O)OCC(=O)c1cc2ccccc2o1 | 13.1
CC(=O)Oc1cc(O)c2c(=O)c(OC(C)=O)c(-c3ccc(OC(C)=O)c(OC(C)=O)c3)oc2c1 | 43.1*

Later entries:
SMILES | esBAF inh | RAD54 inh
CS(=O)(=O)N1CCC(C(=O)Nc2ccccc2F)CC1 | -1.8 | 5.2
Cc1ccccc1NS(=O)(=O)c1ccc2[nH]cc(C(=O)N(C)Cc3ccco3)c(=O)c2c1 | -1.8 | 1.6
COC(=O)C1=C(C(=O)OC)[C@@H]2N(C)c3ccccc3[C@@]23C[C@@H](C(=O)OC)N(C(=O)c2cc(C)oc2C)C3=N1 | 2.5 | -6.1
CCN(CC)CCN1C(=O)C(O)=C(C(=O)c2cc3ccccc3o2)C1c1cccnc1 (centres undefined) | 1.3 | -5.7
COc1ccc(-c2csc(N3CCOCC3)n2)cc1OC | 58.4* | 0.3
Cc1nnc(N(Cc2ccco2)C(=O)c2ccc(C#N)cc2)s1 | -10.8 | 3.0
COC(=O)c1ccc(-n2c(CCC(=O)O)ccc2-c2ccccc2)cc1 | -9.0 | 5.1
COC(=O)CSc1nc2cc(OC)ccc2cc1C#N | 20.1 | -6.5
Cn1c(=O)c(=O)n(C)c2cc(S(=O)(=O)N3CCN(c4cccc(C(F)(F)F)c4)CC3)ccc21 | -3.5 | -1.8
Clc1ccc(OCCCCN2CCCCC2)cc1 | -3.0 | 7.9
O=S1(=O)CCN2C=Nc3sc4c(c3C2=N1)CCCC4 | -11.3 | -9.4
CN(C)/C=C(/C(=O)c1ccc(Cl)cc1)S(=O)(=O)c1ccc(Cl)cc1 | -1.3 | -3.6
CC(Sc1nnc(-c2cc3ccccc3o2)n1-c1ccccc1)C(=O)O (centres undefined) | -7.0 | -9.2
Clc1ccc(-n2ncc3c(NCCN4CCOCC4)ncnc32)cc1 | -42.5 | 3.8
Cc1ccc(-c2nnc(-c3ccc(NC(=O)c4ccco4)cc3)o2)cc1 | 10.4 | 4.4
O=C(c1csc2c1CCCC2)N1CCN(c2ccc(F)cc2)CC1 | 7.2 | -9.0
COC(=O)c1cccc(OCC(O)Cn2ccnc2)c1 (centres undefined) | -0.6 | -1.6
COCCNC(=S)c1ccc(OC)cc1 | -4.5 | -11.0
COc1ccc(C(c2sc3nc(C)nn3c2O)N2CCC3(CC2)OCCO3)cc1 (centres undefined) | -1.8 | -11.1
CCCN(CCC)c1nc(NC2CCN(C(=O)OCC)CC2)nc(OC)n1 | 0.9 | 4.7
Cc1cc(C)cc(OCC(=O)N2N=C(C(F)(F)F)CC2(O)C(C)(C)C)c1 (centres undefined) | 0.5 | 6.3
CCOc1ccc(-c2nnc(-c3ccc(OC)cc3)o2)cc1 | 15.4 | -13.6
CC1CCCC(C)N1C(=O)COC(=O)c1ccc[nH]c1=O (centres undefined) | -2.2 | -9.8
Cc1noc(NS(=O)(=O)c2ccc(NC(=O)CSc3nc4ccccc4s3)cc2)c1C | -6.3 | -7.6
Cc1ccc(/C=N/NC(=O)c2cc(C)oc2C)o1 | 8.2 | -1.9

Five successive entries from above:
SMILES | esBAF inh | RAD54 inh
Cn1c(=O)c(=O)n(C)c2cc(S(=O)(=O)N3CCN(c4cccc(C(F)(F)F)c4)CC3)ccc21 | -3.5 | -1.8
Clc1ccc(OCCCCN2CCCCC2)cc1 | -3.0 | 7.9
O=S1(=O)CCN2C=Nc3sc4c(c3C2=N1)CCCC4 | -11.3 | -9.4
CN(C)/C=C(/C(=O)c1ccc(Cl)cc1)S(=O)(=O)c1ccc(Cl)cc1 | -1.3 | -3.6
CC(Sc1nnc(-c2cc3ccccc3o2)n1-c1ccccc1)C(=O)O (centres undefined) | -7.0 | -9.2

New compounds follow.
SMILES | esBAF inh | RAD54 inh
CN1C(=O)/C(=C\c2cc(N=Nc3ccccc3)ccc2O)SC1=S | -3.4 | 4.2
c1ccc(COc2ccc(OCCCn3cncn3)cc2)cc1 | 2.4 | -0.5
O=C(COc1cccc2cccnc12)N1CCc2ccccc2C1 | 11.5 | 2.0
O=C(O)c1cccc(OCc2ccccc2Cl)c1 | -35.2 | -1.7
CC(C)NC(=O)CC1OC(=O)c2ccccc21 (centres undefined) | 1.1 | 4.1
CC(C)(C)NC(=O)COC(=O)c1cc(S(=O)(=O)N2CCCCC2)ccc1N1CCOCC1 | -1.7 | -4.1
COc1ccc(Cn2c(=O)[nH]c3cc(C(=O)N4CCN(c5ccccc5)CC4)ccc3c2=O)cc1 | -6.8 | -4.6
COc1ccc(CC(=O)Nc2ccc3c(c2)CCC3)cc1OC | 19.2 | -2.9
Cc1ccccc1N=C1NC(=O)CC(c2ccccc2)S1 (centres undefined) | -8.2 | -5.6
Cc1onc(-c2c(F)cccc2Cl)c1C(=O)N1C=CC(C(F)(F)F)=NCC1 | -6.0 | 0.1
Cc1cc(C)n2nc(SCc3cc(=O)oc4ccc5ccccc5c34)nc2n1 | -4.2 | -0.6
O=C(NCc1cccnc1)c1ccc(CS(=O)(=O)c2ccc(Cl)cc2)o1 | -6.4 | 9.8
N#CCCN(Cc1cccnc1)S(=O)(=O)c1ccc(S(=O)(=O)NC2CCCCC2)cc1 | 1.9 | 7.2
CC(=O)N1CCN(C(=O)c2cccc(S(=O)(=O)Nc3ccc(C)cc3)c2)CC1 | -3.2 | 2.0
CCOC(=O)N=S(=O)(Oc1ccc([N+](=O)[O-])cc1)c1ccc(Cl)cc1 (centres undefined) | -6.9 | 1.6
Cc1ccc(-c2noc(CCC(=O)NCCCN3CCN(c4cccc(Cl)c4)CC3)n2)cc1 | -0.2 | 1.4
CC(=O)c1cccc(NC(=O)CN(C)S(=O)(=O)c2ccc3c(c2)CCC(=O)N3)c1 | -4.1 | 0.4
C/C(=N\OC(=O)c1ccc(C)cc1)c1sc(C)nc1C | 10.3 | 10.2
Cc1cc(C(F)F)n2nc(C(=O)Nc3cc(C)on3)nc2n1 | -1.5 | -10.4
COc1cc2c(cc1OC)-c1cc(Nc3ccc4c(c3)OCCO4)nc(=O)n1CC2 | -29.6 | 26.3
CN(CCOc1ccc(Cl)cc1)C(=O)c1cccc(S(=O)(=O)N2CCN(c3ccc(F)cc3)CC2)c1 | -15.8 | -3.4
C=CCn1c(SCC(N)=O)nc(C)cc1=O | -4.0 | -3.8
CC1(c2ccc3noc(-c4ccc(F)cc4)c3c2)OCCO1 | 1.7 | -11.1
Cc1cc(C)n(C(=O)CNC(=O)Cc2ccccc2)n1 | -0.5 | 4.9
CCCCCCOC(=O)C(C#N)c1nc2ccccc2nc1N1CCN(CC)CC1 (centres undefined) | -6.9 | 23.6

Three structures out of the list, arranged by molecular weight, lowest first.
SMILES | esBAF inh | RAD54 inh
C=CCn1c(SCC(N)=O)nc(C)cc1=O | -4.0 | -3.8
Cc1cc(C)n(C(=O)CNC(=O)Cc2ccccc2)n1 | -0.5 | 4.9
CC(=O)c1cccc(NC(=O)CN(C)S(=O)(=O)c2ccc3c(c2)CCC(=O)N3)c1 | -4.1 | 0.4

Next results.
SMILES | esBAF inh | RAD54 inh
O=C(N[C@@H]1C/C=C\C[C@@H](CC(=O)N(CCO)Cc2ccccc2)C(=O)NCCOC1=O)OCC1c2ccccc2-c2ccccc21 | -27.7 | 7.6
O=C(COC(=O)Cc1ccc(S(=O)(=O)N2CCOCC2)s1)NCc1ccccc1 | -0.2 | -2.1
CC(C)(C)NC(=O)NC(=O)COC(=O)C1CC(=O)N(Cc2ccccc2)C1 (centres undefined) | 4.5 | 0.9
COc1ccc(CC(=O)NC(=S)Nc2ccc(S(=O)(=O)NC(C)(C)C)cc2)cc1 | 0.8 | -9.0
O=C(NCCN1CCOCC1)c1ccc2c(c1)ncn2C1CCCCC1 | 1.1 | -2.5
Cc1ccc(C2/C(=C(/O)c3ccc(Cl)cc3)C(=O)C(=O)N2CC2CCCO2)o1 (centres undefined) | 2.2 | -7.6
CCC(C(=O)N1CCc2ccccc2C1)n1nc(C)n2c(cc3occc32)c1=O (centres undefined) | -2.5 | -6.3

An excerpt. The share of hits here may be higher or lower than overall.
